GALK inh = galactokinase (human) inhibition; P51570; Purified GALK, Kinase-Glo residual ATP luminescence; Potency, µM (titrated, usually from 57.5 µM), for inactives: top-dose activity change, negative = inhibition, most hits filed as inhibitors; 0.007% of 270,000 active; also: potency is read from the fitted curve at half-maximal effect; % is scaled to controls: 0 for no effect and ±100 for the full control effect
Target sequence (P51570 whole entry, looked up): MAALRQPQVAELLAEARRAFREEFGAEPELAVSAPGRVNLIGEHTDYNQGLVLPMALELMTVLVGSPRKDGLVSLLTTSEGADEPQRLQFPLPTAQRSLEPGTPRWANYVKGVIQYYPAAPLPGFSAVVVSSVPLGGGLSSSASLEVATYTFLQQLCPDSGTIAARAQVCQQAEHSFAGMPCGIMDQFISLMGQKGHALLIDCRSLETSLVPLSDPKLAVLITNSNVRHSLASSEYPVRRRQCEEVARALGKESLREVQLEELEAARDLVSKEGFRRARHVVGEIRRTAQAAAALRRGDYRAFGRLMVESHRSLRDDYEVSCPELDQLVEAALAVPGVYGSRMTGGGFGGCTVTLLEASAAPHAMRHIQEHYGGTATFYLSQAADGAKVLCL
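The enzyme phosphorylates galactose (100 uM) using ATP (35 uM); inhibition is detected as higher residual ATP, quantified by bioluminescence after 1 h reaction at room temperature, pH 8.0.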
AT treatment = potential ataxia-telangiectasia treatment; […] A-T fibroblasts, KAP-1 phosphorylation AlphaLISA; neocarzinostatin DNA damage 30 min before lysis; Potency, µM (series often up to 57.5 µM), without a hit: at the highest dose activation, actives largely listed as activators; 0.19% of 320,000 active; also: potency is read from the fitted curve at half-maximal effect; % of control where 0% means no effect; nearly all actives have a fitted effect of over 45% in size
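ATM-like activity read as KAP-1 phosphorylation via AlphaLISA donor/acceptor antibody pairs after lysis and 6 hr at 25C. Cells were ATM-null patient fibroblasts ([…], hTERT), dosed 60 min, then exposed to the DSB inducer NCS for 30 min.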
S-ASM inh = human S-ASM enzyme inhibition | AID 504937 | P17405 | Potency, µM (top dose mostly 57.5 µM), inactives show at the top dose activity change, negative = inhibition, most hits filed as inhibitors | placental ASM, HMU-PC fluorogenic substrate, 60 min | 0.006% of 340,000 active; also: potency is read from the fitted curve at half-maximal effect
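Human placenta-derived ASM enzyme was preincubated with compound for 10 minutes at room temperature, then given fluorogenic substrate HMU-PC0 (9 uM final) for 60 minutes at 37 °C; a pH 10 stop preceded fluorescence reading at Ex 386/Em 447 nm.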
CXXC DNA block = inhibitors of human MLL CXXC domain-DNA interaction. Q03164. MLL-CXXC / FITC-HOXA9 DNA fluorescence polarization. Potency, µM (doses to about 115 µM), inactives show at the top dose activity change, negative = inhibition, most hits filed as inhibitors. 0.037% of 290,000 active. AID 2662; active = well fitted inhibition curve with a large enough effect in the polarisation, with a control signal flat, not every such curve was filed as active; inconclusive = small, poorly fitted or top-dose-only effect, or effect the other way, or a change in a side signal; inactive = no such curve, though single readings can be large or run the other way; the % refers to the polarisation; also: potency is read from the fitted curve at half-maximal effect
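Fluorescence polarization: 7 uM MLL-CXXC (stock) preincubated 5 min with compounds, then 50 nM fluorescein-HOX-A9 DNA (stock) added; 30 min ambient. Buffer 50 mM Tris-HCl pH 7.5, 50 mM NaCl, 1 mM DTT, 0.05% BSA.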
a7 integrin act = activates integrin-mediated alleviation for muscular dystrophy. alpha7betagal myoblasts, beta-gal FDG fluorescence, 48 h. Potency, µM (top dose mostly 38.3 µM), inactives show top-dose activation, usual class: activators. 0.064% of 350,000 active. AID 624291;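 also: potency is read from the fitted curve at half-maximal effect; 100% = response of the positive control SU9516; nearly all actives have a fitted effect of over 60% in size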
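alpha7betagal+/- myoblasts (passage 13, 250/well) treated 48 h at 37C with compounds at 1:260 dilution of DMSO stock. Lysed, then beta-galactosidase activity read as FDG fluorescence (ex 480/em 540) after 30 min, with pre-read for autofluorescence.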
MBNL1-CUG inh = MBNL1-poly(CUG) RNA binding inhibition; TR-FRET MBNL1-His/biotin-(CUG)12 binding, 665/545 ratio; Potency, µM (top dose mostly 57.5 µM), without a hit: at the top dose activity change, negative = inhibition, most hits filed as inhibitors; Q9NR56; 0.036% of 280,000 active; active = well fitted inhibition curve with a large enough effect in the signal ratio, with a control signal flat, not every such curve was filed as active; inconclusive = small, poorly fitted or top-dose-only effect, or effect the other way, or a change in a side signal; inactive = no such curve, though single readings can be large or run the other way; the % refers to the signal ratio; also: potency is read from the fitted curve at half-maximal effect; % is scaled to controls: 0 for no effect and ±100 for the full control effect
Target sequence (Q9NR56 whole entry, looked up): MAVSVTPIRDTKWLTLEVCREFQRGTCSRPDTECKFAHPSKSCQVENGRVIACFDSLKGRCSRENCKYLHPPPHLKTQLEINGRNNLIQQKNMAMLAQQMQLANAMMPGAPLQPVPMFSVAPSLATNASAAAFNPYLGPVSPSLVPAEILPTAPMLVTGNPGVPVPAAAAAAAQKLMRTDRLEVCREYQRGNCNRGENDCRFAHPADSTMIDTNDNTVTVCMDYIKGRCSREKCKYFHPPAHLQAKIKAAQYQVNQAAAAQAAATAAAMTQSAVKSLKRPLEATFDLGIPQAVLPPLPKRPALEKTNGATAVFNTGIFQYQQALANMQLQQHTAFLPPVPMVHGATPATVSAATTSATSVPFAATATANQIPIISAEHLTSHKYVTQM
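Ratiometric TR-FRET (665 over 545 nm, excitation 340 nm) tracks disruption of MBNL1-His/biotin-(CUG)12 complex after 60 min at room temperature, with compounds at 92 nM to 58 uM final.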
KCNH2 3.1 block = KCNH2 3.1 (human) potassium channel inhibition; 0.95% of 340,000 active; activity change, % (tested at about 1.8 µM); U2OS KCNH2 3.1, thallium flux FluxOr; hits give low values;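 active = maximum activity change below -70%; inconclusive = maximum activity change from -70% to -50%; inactive = maximum activity change above -50%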;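 also: thallium influx rate constant from kinetic fluorescence after stimulation buffer; % is scaled to controls: 0 for no effect and ±100 for the full control effect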
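Virally transduced U2OS (3.1 isoform, 4 h infection in dark at RT) → overnight 37 C → FluxOr + Red40 in HBSS/HEPES, 45 min → stimulation buffer, 2 min kinetic read → rate constant vs DMSO controls.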
FBPA coupling cs = coupling enzyme interference in Giardia aldolase counter-screen | activity change, negative = inhibition, % at 58.2 µM, hits read low | coupling enzyme system counterscreen, AmpLite Red fluorescence | AID 2472 | 0.67% of 290,000 active; in the data active = activity change below about -30%; also: % is scaled to controls: 0 for no effect and ±100 for the full control effect
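Compounds tested against the coupling enzymes alone at 57.5 uM final; readout was AmpLite Red fluorescence (525/598 nm) after 20 min at RT.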
hERG WT inh = blocks the wildtype human KCNH2 potassium channel; U2OS, BacMam KCNH2, thallium flux FluxOr; hits give low values; activity change, % at 1.84 µM; 0.37% of 340,000 active; AID 720551;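 active = maximum activity change below -70%; inconclusive = maximum activity change between -70% and -50%; inactive = maximum activity change above -50%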; also: % is scaled to controls: 0 for no effect and ±100 for the full control effect
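U2OS cells transduced with wild-type KCNH2 virus are loaded with FluxOr dye for 45 min, and thallium flux is measured in kinetic reads before and after stimulation buffer. Rate constants are normalized to DMSO controls.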
TRPV1 ag = activates the human vanilloid receptor TRPV1 | TRPV1-expressing cells, Fluo-8 calcium influx, agonist mode | activation, % at 8.33 µM | 0.19% of 320,000 active; in the data active = activation above about 80%; inconclusive = between about 30% and that limit; also: 0% is about no effect
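Cells expressing TRPV1 were dye-loaded with Fluo-8 and read kinetically: 10 s baseline, 3 min after compound (agonist portion), then 2 min after EC20 capsaicin (allosteric enhancer portion). Calcium-bound dye fluorescence at 480/520 nm.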
* hit, by the source's call; i = inactive; ? = inconclusive; . = not tested or not shown; & = joins results of further samples; [ ] = another dose, or the depositor's remark. Unless noted, calls follow the shape of the dose curve; as a rule, active = well fitted curve in the direction sought with a large enough effect; inconclusive = small, poorly fitted or top-dose-only effect, or another doubt; inactive = no such curve, though single readings can be large; an effect the other way counts as inactive or inconclusive. Rows were taken by chance (roughly 2% active in at least one column).

SMILES	GALK inh	AT treatment	S-ASM inh	CXXC DNA block	a7 integrin act	MBNL1-CUG inh	KCNH2 3.1 block	FBPA coupling cs	hERG WT inh	TRPV1 ag
Cc1cc(C)nc(/N=C(\NC(=O)C(C)(C)C)Nc2ccc(F)cc2)n1	3%	30%	-1%	-1%	11%	-2%	-5	-9	2	?
O=C(CO/N=C/c1ccccc1OC(F)F)NC1CCCC1	6%	-1%	1%	2%	-32%	-1%	-1	3	4	3
COc1ccc(NS(=O)(=O)c2c(C)[nH]c(=O)[nH]c2=O)c(OC)c1	2%	7%	0%	6%	-1%	1%	3	0	3	-1
CCSc1ccccc1C(=O)Nc1ccc(S(=O)(=O)NC(C)=O)cc1	4%	2%	2%	-1%	-4%	-14%	-7	0	-1	-1
Cc1ccc(C)c(CN2CCSCC2)c1	4%	4%	-1%	1%	6%	-7%	6	1	-12	3
Cc1n[nH]c(C)c1NC(=O)c1cc([N+](=O)[O-])ccc1Cl	-3%	2%	1%	-3%	-11%	?	7	3	2	-2
COc1ccc(NC(=O)C(NC(C)=O)C(=O)NCc2ccccc2)cc1 (stereo not drawn)	2%	-1%	1%	5%	-11%	3%	-14	0	-1	-4
Cn1c(=O)c(C(=O)COc2ccc(C#N)cc2)c(N)n(Cc2ccccc2)c1=O	2%	5%	-1%	0%	-6%	1%	-13	0	-1	1
O=c1/c(=C/c2ccccn2)sc2n1CN(c1ccccc1)CN=2	3%	-3%	-3%	-5%	-11%	?	7	4	0	-3
Cc1cccc(Nc2nc(NCc3ccco3)nc(N3CCOCC3)n2)c1	-3%	-2%	-14%	-1%	-33%	-11%	-4	-2	-13	?
COc1ccc(S(=O)(=O)Nc2cccc(-c3ccc4nncn4n3)c2)c(OC)c1	.	-1%	-1%	.	16%	.	-14	.	-3	-3
CSc1nc2ccc(NC(=O)C3CC(=O)N(Cc4ccco4)C3)cc2s1 (stereo not drawn)	4%	-1%	-5%	-8%	0%	?	-6	-3	-2	-6
Cc1cccc(CS(=O)(=O)c2nnc([C@H](Cc3ccccc3)NC(=O)OC(C)(C)C)o2)c1	2%	.	-2%	31%[activator]	-63%[inhibitor][7.66 µM]	-7%	0	2	-6	-2
O=C(NCc1ccco1)c1ccc2c(=O)n(-c3ccccc3)c(=S)[nH]c2c1	-3%	4%	-1%	22%	5%	13%	-2	2	-2	0
CCCCn1cnc2sc(-c3ccccc3)cc2c1=O	-1%	3%	0%	1%	0%	24%	-16	2	7	18
CC(C)c1ccc(/C=N/NC(=O)c2ccccn2)cc1	4%	-8%	0%	-23%	13%	7%	2	0	1	?
O=C1C=C(NCc2ccccc2)C2(CCCCC2)O1	0%	5%	-1%	1%	0%	0%	2	4	5	13
COc1cccc(C(C(=O)NC(C)(C)C)N(C(=O)CCC(=O)Nc2cc(C)on2)C(C)C)c1OC (stereo not drawn)	0%	5%	5%	-5%	3%	-9%	-1	1	-10	2
CCCC(=O)Nc1ccc(NC(=O)C2CC2)cn1	2%	4%	0%	0%	-3%	15%	-5	3	-6	-3
O=C1c2ccccc2C(=O)N1CN(C(=O)c1ccccc1)c1ccc(O)cc1	6%	3%	4%	-4%	-13%	?	-6	1	.	-3
COc1ccc2c(c1)C(C)=CC(C)(C)N2C(=O)CSc1nnc(-c2ccc(C)cc2)o1	2%	5%	-6%	1%	-42%	0%	-6	-5	3	2
CCCc1ccc(Oc2cc(N3CCOCC3)nc(-c3ccccc3)n2)cc1	.	.	-22%	.	12%	.	-47	.	-16	.
COc1cc(OC)c2c(-c3cccc(-c4ccc(C(C)=O)cc4)c3)cc(=O)oc2c1	.	7%[11.5 µM]	2%	.	-19%	.	-21	3	1	.
O=C1Nc2ccccc2N(O)N1c1cc(-c2ccccc2)[nH]n1	1%	-1%	0%	36%[activator]	12%	4%	-14	3	0	1
CCC(=O)N1CCc2cc(Br)cc(S(=O)(=O)NCCN3CCCCC3C)c21 (stereo not drawn)	1%	2%	-3%	7%	-17%	-19%	10	0	-7	2
CCOC(=O)C(C)Oc1cccc2c(=O)n(CC(=O)NCc3ccc4c(c3)OCO4)ccc12 (stereo not drawn)	-2%	11%	0%	-1%	-46%	3%	-6	7	-21	.
Cc1nn(CC(=O)NC(C)c2ccccc2)c(C)c1[N+](=O)[O-] (stereo not drawn)	3%	5%	-2%	-8%	-17%	4%	4	2	-10	-1
Cc1ccc(NC(=O)CCn2c(=O)[nH]c3ccsc3c2=O)cc1F	1%	5%	-1%	8%	-6%	51%[activator]	-15	-1	-2	-3
CC(C)N1CCC(N2CCN(Cc3ccc(C#CC(C)(C)O)s3)CC2CCO)CC1 (stereo not drawn)	-2%	6%	7%	6%	?	7%	-11	6	i	1
CC(=O)[C@@]1(O)CCC2C3CC[C@H]4C[C@@H](O)CC[C@]4(C)C3CC[C@@]21C (stereo partly drawn)	.	5%	2%	.	-6%	.	-13	.	-3	.

Complete entries as entered above. Values in the order: GALK inh	AT treatment	S-ASM inh	CXXC DNA block	a7 integrin act	MBNL1-CUG inh	KCNH2 3.1 block	FBPA coupling cs	hERG WT inh	TRPV1 ag
Cc1cc(C)nc(/N=C(\NC(=O)C(C)(C)C)Nc2ccc(F)cc2)n1 as listed: 3%	30%	-1%	-1%	11%	-2%	-5	-9	2	?
Cc1cccc(CS(=O)(=O)c2nnc([C@H](Cc3ccccc3)NC(=O)OC(C)(C)C)o2)c1 as listed: 2%	.	-2%	31%[activator]	-63%[inhibitor][7.66 µM]	-7%	0	2	-6	-2
COc1ccc(S(=O)(=O)Nc2cccc(-c3ccc4nncn4n3)c2)c(OC)c1 as listed: .	-1%	-1%	.	16%	.	-14	.	-3	-3
Cc1n[nH]c(C)c1NC(=O)c1cc([N+](=O)[O-])ccc1Cl as listed: -3%	2%	1%	-3%	-11%	?	7	3	2	-2

(cont.)
SMILES	GALK inh	AT treatment	S-ASM inh	CXXC DNA block	a7 integrin act	MBNL1-CUG inh	KCNH2 3.1 block	FBPA coupling cs	hERG WT inh	TRPV1 ag
O=S(=O)(Nc1cccc(S(=O)(=O)N2CCCC2)c1)c1cccc(Br)c1	.	1%	-4%	.	7%	.	-4	.	-7	0
COc1ccc(S(=O)(=O)NCc2c(-c3ccccc3)noc2C)c(OC)c1	-3%	1%	-4%	-1%	13%	.	4	-3	1	-7
COc1ccc(CN2CCN(Cc3c[nH]c4ccccc34)CC2)cc1	.	49%	-1%	47%[activator]	-30%	-4%	-39	-1	32	-1
O=C(c1cnn2c1NC(c1ccc(Br)cc1)CC2C(F)(F)F)N1CCN(C23CC4CC(CC(C4)C2)C3)CC1 (stereo not drawn)	0%	0%	-8%	11%	9%	-7%	3	3	-10	2
O=C1[C@H]2[C@@H](c3ccc(F)cc3)N3C(=O)N(c4cccc(Br)c4)C(=O)[C@@]3(Cc3ccccc3)[C@H]2C(=O)N1C1CCCCC1	.	10%	2%	.	-5%	.	1	.	-5	2
COc1ccc(COc2cc(-c3cccc(OC)c3)nc3ccc(NC(C)=O)cc23)cc1	.	9%	-12%	1%	-4%	4%	-6	0&0	1	1
NC(=O)CC(NC(=O)Cc1cccc2ccccc12)c1ccc(NCCN2CCCC2)c([N+](=O)[O-])c1 (stereo not drawn)	.	3%	-6%	?	9%	?	9	1	-14	3
Cc1ccc(OCCSc2nc3ccccc3n2CC(=O)O)cc1	2%	0%	11%	-14%	13%	-1%	-5	8	4	2
COc1cc([N+](=O)[O-])ccc1-c1ccc(/C=C2\C(=O)ON=C2c2ccccc2)o1	.	.	-9%	.	0%	.	-8	.	-18	.
O=C1CCCc2c1cc(-c1ccccc1)n2-c1ccc(O)cc1	0%	-1%	1%	11%	7%	-8%	-6	7	-13	13
CCOC(=O)N/N=C(/C)c1cccc(-n2cnnn2)c1	8%	1%	-1%	1%	-2%	2%	16	0	-4	-1
O=C(OCCCN=C1NS(=O)(=O)c2ccccc21)c1ccccc1	-2%	-1%	0%	-3%	28%	-1%	.	.	6	30
O=C(/C=C/c1c(F)cccc1Cl)NCc1ccco1	0%	1%	4%	-2%	6%	-1%	0	0	-5	16
COc1ccc(CC(NC(C)=O)C(=O)NC2CCN(C(=O)NCc3ccccc3)CC2)cc1 (stereo not drawn)	6%	8%	2%	0%	0%	7%	-1	3	1	9
O=C(Cc1cccs1)NNC(=O)c1ccc(F)cc1	1%	3%	7%	5%	24%	.	7	1	-18	0
CCN(CC)CCNC(=O)c1ccc(NC(=O)c2ccc(F)cc2)cc1	6%	-1%	3%	5%	?	-4%	3	-2	4	-3
CCN(CC(=O)NCc1ccc(F)cc1)C(=O)c1ccc(C(=O)c2ccccc2)cc1	-1%	-4%	0%[11.5 µM]	-3%	-27%	-1%	1	2	-2	1
O=c1n(-c2ccccc2)c(=O)n2n1CCC2	0%	2%	-2%	-2%	12%	9%	-10	0	-13	-1
CCCCn1c(N)c(N(CC)C(=O)/C=C/c2ccco2)c(=O)[nH]c1=O	0%	3%	11%	-21%	?	2%	-29	4	-1	3
